DT40 TDP1 no CPT: qHTS for Inhibitors of human tyrosyl-DNA phosphodiesterase 1 (TDP1): qHTS in cells in absence of CPT; DT40 Tdp1-/- hTDP1 cells, no CPT, ATP luminescence, 48 h; Potency, µM (series often up to 46.2 µM), inactives show top-dose activity change, negative = growth inhibition, most hits filed as inhibitors; 420,000 tested, 15% active; note: nearly all actives have a fitted effect of over 55% in size
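Growth of hTDP1-complemented DT40 Tdp1-knockout cells is measured by ATP luminescence after at least 48 hr compound exposure at 37 °C, with DMSO substituting for the 20 nM CPT used in the parallel screen.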
TDP1 cell CPT: growth inhibition of DT40 Tdp1-/-;hTDP1 cells with camptothecin (screen for TDP1 inhibitors). AID 686979. chicken DT40 Tdp1-/-;hTDP1 cells + 20 nM CPT, ATP luminescence, 48 h. Potency, µM (titrated, usually from 46.2 µM), for inactives: at the highest dose activity change, negative = growth inhibition, hits mostly inhibitors. 420,000 tested, 12% active; note: nearly all actives have a fitted effect of over 55% in size
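Chicken DT40 Tdp1-/- cells stably complemented with human TDP1 were seeded at 400 cells/well in medium containing 20 nM camptothecin, exposed to pin-transferred compounds, and grown at 37 °C for at least 48 hr. Viability was read as ATP luminescence.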
GCN5L2 inh: GCN5L2 (KAT2A) acetyltransferase inhibition | Q92830 | 390,000 tested, 0.21% active | GCN5L2 HAT assay, ThioGlo1 CoA-SH fluorescence | Potency, µM (highest dose often 58.9 µM), inactives show at the highest dose activity change, negative = inhibition, hits mostly inhibitors | AID 504327
Target sequence (Q92830 whole entry, looked up): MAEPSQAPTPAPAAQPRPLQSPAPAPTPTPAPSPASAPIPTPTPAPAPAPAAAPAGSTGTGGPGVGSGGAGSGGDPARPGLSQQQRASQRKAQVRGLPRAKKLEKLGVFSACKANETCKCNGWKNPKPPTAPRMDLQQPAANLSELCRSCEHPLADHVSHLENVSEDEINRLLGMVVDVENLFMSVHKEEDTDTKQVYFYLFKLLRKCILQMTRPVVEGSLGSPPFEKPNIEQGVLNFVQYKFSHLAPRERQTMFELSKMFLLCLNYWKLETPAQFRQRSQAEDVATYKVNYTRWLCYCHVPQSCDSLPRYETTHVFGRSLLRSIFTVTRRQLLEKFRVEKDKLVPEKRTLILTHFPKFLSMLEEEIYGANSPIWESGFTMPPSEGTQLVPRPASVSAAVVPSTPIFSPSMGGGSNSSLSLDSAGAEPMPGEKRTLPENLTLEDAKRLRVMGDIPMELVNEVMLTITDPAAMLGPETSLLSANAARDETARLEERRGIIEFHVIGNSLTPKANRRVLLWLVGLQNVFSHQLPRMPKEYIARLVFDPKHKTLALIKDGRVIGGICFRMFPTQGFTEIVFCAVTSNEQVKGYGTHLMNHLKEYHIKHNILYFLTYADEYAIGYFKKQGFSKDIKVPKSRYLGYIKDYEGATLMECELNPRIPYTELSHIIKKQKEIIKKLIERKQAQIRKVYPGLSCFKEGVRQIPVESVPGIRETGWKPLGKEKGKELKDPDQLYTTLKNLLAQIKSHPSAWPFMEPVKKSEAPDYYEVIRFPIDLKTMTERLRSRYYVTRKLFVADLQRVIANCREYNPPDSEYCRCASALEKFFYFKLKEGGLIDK
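GCN5L2 (20nM final) in 50mM HEPES, 0.1mM EDTA pH 7.5, 0.01% Tween-20 was preincubated 15 min at room temperature with compound, then given ThioGlo1 (50uM), H3(1-25) peptide (75uM) and acetyl-CoA (70uM); CoA-thiol fluorescence (Ex340/Em540) was read at 0 and 20 min.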
Active calls of the source: *; ? = inconclusive; nt = no result given; [ ] = another dose, or the depositor's remark. Calls come from the whole dose curve; as a rule, active = well fitted curve in the direction sought with a large enough effect; inconclusive = small, poorly fitted or top-dose-only effect, or another doubt; inactive = no such curve, though single readings can be large; an effect the other way counts as inactive or inconclusive. % is set by controls: 0 for no effect and ±100 for the full control effect; potency is the fitted concentration of half-maximal effect. A portion of the library (hit frequency here may not be typical).

SMILES	DT40 TDP1 no CPT	TDP1 cell CPT	GCN5L2 inh
O=C(N/N=C/c1c[nH]c2ccc(Br)cc12)c1ccccn1	?	2.8%	-2.6%
Cc1ccc(C(=O)N/C(=C/c2ccc(C(C)C)cc2)C(=O)NCCCN2CCOCC2)cc1	-25.9%	-8.6%	-1.4%
CC1(NC(=O)c2cc(Cl)nc3ccccc23)CCS(=O)(=O)C1 (centres undefined)	10.9%	1.9%	-4.3%
CC1(C(=O)Nc2ccc3c(c2)OCCO3)CCN1Cc1ccccc1OC(F)F (centres undefined)	?	?	nt
CCOC(=O)C1=C(CN2CCN(C(=O)c3ccco3)CC2)NC(=O)NC1c1ccc(C)cc1 (centres undefined)	-22.1%	-9.3%	-3.3%
S=c1[nH]c(-c2cccs2)cn1-c1ccccc1	-13.3%	-5.4%	-7.6%
O=C(c1ccc(C(=O)N2CCCc3ccccc32)nc1)N1CCCc2ccccc21	-4.0%	8.2%	-1.5%
COC(=O)C1C(=O)c2c([nH]c(C(=O)OC3CCCC3)c2C)CC1C (centres undefined)	?	-77.9%	nt
CCCCNc1c(-c2cccc(SC3CCCCC3)c2)nc2ccc(Cl)cn12	?	?	-9.9%
CC1CCCN(C(=O)Cn2c(=O)oc3cc(S(=O)(=O)N4CCCCC4C)ccc32)C1 (centres undefined)	-1.4%	-5.0%	nt
O=C(Cn1cnc2c(cnn2-c2ccccc2)c1=O)c1ccc(Cl)cc1	-21.8%	4.1%	-1.3%
Cc1noc(C)c1COc1ccccc1C(=O)N1CCN(S(=O)(=O)c2ccccc2C(F)(F)F)CC1	?	?	?
O=C(Nc1nc(-c2ccc(F)cc2)cs1)c1ccc(N2C(=O)CCC2=O)cc1	-15.0%	-9.6%	2.9%
CC(=O)Nc1cccc(-c2cc3nc(NCc4cccnc4)n(C)c(=O)c3s2)c1	?	-19.4%	nt
Nc1c(C(=O)Nc2cccc(Cl)c2Cl)sc2nc(-c3cccnc3)ccc12	?	?	-1.4%
CCOc1ccccc1CC1C(=O)Nc2ccc(Br)cc21 (centres undefined)	?	?	-17.3%
COC(=O)C[C@H]1c2cc(C(F)(F)F)ccc2S(=O)(=O)N1C1CCCCC1	?	?	nt
COc1nc(NC2CCCCC2)nc(N2CCCCCC2)n1	12.6µM*	22.4µM*	2.0%
C#CCOCCOCCOCCNc1nc(N2CCN(C(=O)C([C@@H](C)CC)n3cc(C(N)CO)nn3)CC2)nc(N2CCN(C(=O)C([C@@H](C)CC)n3cc(C(N)COC(=O)C(F)(F)F)nn3)CC2)n1 (some centres undefined)	0.3%	-4.7%	nt
CCN(CC)S(=O)(=O)c1ccc(C(=O)OCC(=O)Nc2ccc(-c3nc4ccc(C)cc4s3)cc2)cc1	-15.9%	5.8%	1.4%
Cc1ccc2c(CSc3nncs3)cc(=O)oc2c1	-5.2%	-26.8%	-3.3%
Cc1cccc(-c2noc(-c3ccc(NCC4CCCO4)c([N+](=O)[O-])c3)n2)c1 (centres undefined)	?	?	-6.6%
COc1ccc(NC(=S)NCCCCCC(=O)C[N+](=O)[O-])cc1	-2.8%	-20.1%	-21.1%
COC(=O)C1C(=O)C=C(N2CCOCC2)CC1(C)C (centres undefined)	-2.2%	3.8%	-8.1%
COC(=O)c1sc(NC(=O)CSc2nnnn2C)nc1C	-10.0%	-7.6%	-6.3%
COCCCN1CN(S(=O)(=O)c2cccs2)c2nc3ccccc3nc21	-21.6%	11.3%	-2.4%
CCOc1ccc(CCNC(=O)Cn2c(-c3nonc3N)nc3ccccc32)cc1OCC	12.6µM*	10µM*	2.4%
O=C(COc1ccccc1/C=C1\SC(=S)NC1=O)Nc1ccc(F)cc1	10.3µM*	?	-22.0%
COC(=O)c1sc(N)c(C(=O)OC)c1CSc1nnc(-c2ccccc2Cl)n1C	?	-17.3%	-2.6%
CC(C)OC(=O)N(C)C[C@H]1OCc2cnnn2CCCC(=O)N([C@@H](C)CO)C[C@H]1C	7.0%	12.2%	nt
COC(=O)C1C2CC(=O)C(C2)C1C(=O)OC (centres undefined)	-2.7%	3.0%	nt
CC1CC(NS(=O)(=O)c2cc3c4c(c2)CCN4C(=O)CC3)CC(C)(C)C1 (centres undefined)	?	-36.8%	-14.2%
Cc1ccc(Nc2c(F)c(F)c(F)c(F)c2C(=O)O)cc1	3.1%	-3.6%	-6.0%
C[C@@]12C(=O)Nc3cc(F)c(F)cc3C(=O)N1[C@H]1c3cc(Cl)ccc3OC[C@@H]1[C@@H]2c1ccccc1	?	?	-6.6%
O=C(CN1C(=O)NC2(CCCc3ccccc32)C1=O)NCc1ccc(Cl)cc1Cl (centres undefined)	?	?	-26.3%
CCOc1ccc(C(=O)CCC(=O)Nc2ccccc2C)cc1	17.0%	-22.2%	-10.4%
CCCCn1c(N)c(N(CCC(C)C)C(=O)C2CC(=O)N(CCc3ccc(OC)c(OC)c3)C2)c(=O)[nH]c1=O (centres undefined)	-6.5%	0.1%	4.4%
CC(C(=O)N(C)Cc1ccccc1)N1CCN(C/C=C/c2ccccc2)CC1 (centres undefined)	?	-17.3%	0.1%
CC(OC(=O)C1CCN(c2ccc(C(F)(F)F)cn2)CC1)C(=O)Nc1ccc(S(N)(=O)=O)cc1 (centres undefined)	-25.9%	?	-14.6%
O=C(O)CCCNC(=O)CCCNC(=O)C(c1ccccc1)c1ccccc1	-13.8%	-8.6%	1.6%

Entries of single compounds as entered above. Values in the order: DT40 TDP1 no CPT | TDP1 cell CPT | GCN5L2 inh
CC(C(=O)N(C)Cc1ccccc1)N1CCN(C/C=C/c2ccccc2)CC1 (centres undefined) as listed: ? | -17.3% | 0.1%
CC(OC(=O)C1CCN(c2ccc(C(F)(F)F)cn2)CC1)C(=O)Nc1ccc(S(N)(=O)=O)cc1 (centres undefined) as listed: -25.9% | ? | -14.6%
O=C(O)CCCNC(=O)CCCNC(=O)C(c1ccccc1)c1ccccc1 as listed: -13.8% | -8.6% | 1.6%

Following part.
SMILES	DT40 TDP1 no CPT	TDP1 cell CPT	GCN5L2 inh
O=C(/C=C/c1ccccc1Cl)c1ccccc(=O)c1O	4.11µM*	2.91µM*	-17.3%
CSc1ccccc1C(=O)NC1CCCN(Cc2ccccc2F)C1 (centres undefined)	?	?	-1.8%
O=S(=O)(c1ccc(-n2cnnn2)cc1)N1CCNCC1	28.5%	3.8%	-14.7%
O=C(Nc1cccc([N+](=O)[O-])c1)C1CC(=O)N(C2CCCCC2)C1 (centres undefined)	-26.0%	4.8%	-2.2%
N=C1C(=O)OCC1c1ccccc1NC(=O)c1ccc(F)cc1 (centres undefined)	?	-8.5%	-2.2%
CN1CCN(CC(=O)Nc2ccc(Cl)cc2Cl)CC1	-1.4%	-12.7%	0.5%
CC1CCCCN1Cc1c(O)ccc2c(=O)c(-c3ccc(Br)cc3)coc12 (centres undefined)	-11.4%	?	-9.3%
CC(=O)OCC(=O)C1CCC2C3CCC4=CC(=O)C=CC4(C)C3CCC12C (centres undefined)	?	?	nt
CC1(C)CC(=O)C(CC(=O)Nc2cc(C(F)(F)F)ccc2Cl)C(=O)C1	5.5%	-14.6%	-4.8%
Cc1nn(-c2ccccc2)c(C)c1NC(=O)COc1ccc([N+](=O)[O-])cc1	14.6µM*	?	-9.9%
CCc1ccc(S(=O)(=O)c2nnn3c2nc(N(CC)Cc2ccccc2)c2cc(Cl)ccc23)cc1	16.4µM*	9.2µM*	-7.7%
C=CCN(c1ccccc1)S(=O)(=O)c1cccc(C(=O)NC2CCC(O)CC2)c1 (centres undefined)	-23.0%	-6.5%	-2.2%
CCN(CC)CCCNC(=O)c1cc(Cl)c(NC(=O)C2=C(C)OCCS2)cc1OC	-21.0%	-16.9%	-2.9%
COC(=O)c1ccc(NC(=O)CN(c2ccc3c(c2)OCO3)S(C)(=O)=O)cc1	2.6%	4.2%	-2.6%
Cc1cccc(Cn2nc(C)n3c(cc4cc(C)ccc43)c2=O)c1	-21.1%	-1.1%	0.6%
Cc1ccc(C)c(NS(=O)(=O)c2cc(C(=O)NCCSC3CCCCC3)ccc2C)c1	23.1µM*	?	2.9%
COc1cc(/C=C/C(=O)O)cc(S(=O)(=O)Nc2ccc3c(c2)OCO3)c1OC	-48.6%	?	-0.6%
CCCCSCCCNC(=O)c1ccc2c(c1)N(CC)C(=O)c1ccccc1S2=O (centres undefined)	?	18.4µM*	-11.3%
Cc1ccc(/C=C2\SC(=S)N(c3cccnc3)C2=O)cc1	16.8%	4.5%	-4.2%
Cc1ccc2oc(C(=O)Nc3sc4c(c3C(=O)NCc3ccccc3)CCCC4)cc(=O)c2c1	?	?	-6.3%
COc1ccc(NC(=O)C(=O)N/N=C/c2cc(C)n(-c3cccc(Cl)c3Cl)c2C)c(OC)c1	?	?	-4.8%
CCOC(=O)c1cc(NC(=O)N(C(C)C)C2CCCCC2)c(C)nc1C	-11.6%	3.1%	6.2%
O=C(O)c1ccc(S(=O)(=O)c2ccc3c(c2)C(=O)N(c2ccc(O)cc2)C3=O)cc1	-13.7%	-1.0%	-7.9%
O=C(CN(Cc1ccccc1)C(=O)c1ccco1)NCc1ccc(F)cc1	-12.8%	-12.7%	-1.6%
CCn1c(SCC(=O)Nc2ccc3[nH]c(=O)[nH]c3c2)nnc1-c1ccccc1	8.8%	2.9%	-13.5%
Nc1ccnc(C(F)(F)F)c1C(=O)c1ccccc1	-9.8%	-11.7%	-2.0%
O=Cc1c(NCCN2CCOCC2)c2ccccc2[nH]c1=O	32.2%[activator]	0.1%	2.6%
COc1ccccc1NC(=O)Cn1cncc1-c1ccc([N+](=O)[O-])cc1	-28.8%	-21.9%	-5.0%
Cc1ccc(OCc2nnc(N)s2)cc1C	-13.5%	-0.9%	-2.5%
O=C(NCc1ccccc1Cl)C(=O)c1c[nH]c2ccccc12	22.2%	1.4%	-14.8%
Cc1ccccc1CC1(CO)CCCN(Cc2nc(-c3cccs3)oc2C)C1 (centres undefined)	20.6µM*	?	0.0%
Cc1ccc(OC2CCN(C(=O)[C@H]3O[C@@H](n4cnc5c(N)ncnc54)[C@H](O)[C@@H]3O)CC2)cc1	?	?	nt
Cc1cc(NC2C3CC4CC(C3)CC2C4)n2nnnc2n1 (centres undefined)	-20.2%	-8.7%	-2.2%
CCC(CC)C(=O)Nc1cccc(-c2nc3ccccc3s2)c1	?	20.6µM*	-18.1%
CCOC(=O)C1CCN(C(c2ccccn2)c2c(C)[nH]c3ccccc23)CC1 (centres undefined)	16.4µM*	16.4µM*	-3.2%
Cc1ccc(S(=O)(=O)n2nc(C)c(C#N)c2N)cc1	?	-29.3%	-7.2%
COc1ccc(Nc2nc3ccc(Cl)cc3n3nnnc23)cc1OC	16.4µM*	?	-1.9%
CC(C)C1COS(=O)(=O)NC1CC(=O)SC(C)(C)C (centres undefined)	?	?	-8.6%
Cc1ccc(C)c(N2CCN(Cc3nnc(-c4ccccc4)o3)CC2)c1	-24.4%	-20.2%	-10.4%
CN(C(=O)c1cccc(NC(=O)Cc2cccc(NC(=O)C3CCN(C(=O)C4CCC4)CC3)c2)c1)C1CCC1	-9.3%	-15.8%	nt
O=C(Cc1ccc(Cl)cc1)NO	?	?	nt
Cc1ccc(S(=O)(=O)N2CCCN(C(=O)CNC(=O)c3cccc(C)c3)CC2)cc1	-0.1%	-14.5%	2.8%
O=C(NNc1ccccc1)C(CCO)C(=O)NNc1ccccc1	1.5%	-4.7%	-1.6%
CCNc1ncc2nc(-c3ccccc3)c(=O)n(-c3ccc(OC)cc3)c2n1	0.517µM*	7.31µM*	-12.6%
O=S1(=O)C=C(SCc2ccc(Cl)c(Cl)c2)Nc2ccccc21	?	23.1µM*	-8.9%
Nc1nonc1-n1nnc(C(=O)N/N=C/c2ccc(OCc3ccc(F)cc3)cc2)c1COc1ccccc1	?	?	0.0%
CCCCC(=O)Nc1ccc(C(=O)NCCc2ccc(S(N)(=O)=O)cc2)cc1	15.3%	-12.4%	-1.6%
COc1ccc(Nc2nc(N)nc(CSc3nnc(C)s3)n2)cc1	-22.9%	-17.9%	-6.4%
